Source: PubChem (several laboratories)
P. falciparum M17LAP: P. falciparum M17LAP inhibitors, primary screen, biochemical, fluorogenic H-Leu-NHMec substrate, 1536-well (AID 1619) | one-dose inhibition, % at 30 µM; IC50 in µM for titrated hits | recombinant M17LAP, H-Leu-NHMec fluorogenic kinetic assay; higher % means a stronger effect | 220,000 compounds, 0.38% hits;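 active means compound inhibiting the enzyme by more than half at any dose during confirmatory dose-response retesting; inconclusive means strong single-dose inhibitors picked by rank but not retested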;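 further: plate controls were full reaction with DMSO carrier for no effect and no enzyme background for full effect; strong numbers were not always called active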
bCat nuc transl: beta-catenin nuclear translocation modulation | HeLa beta-catenin nuclear translocation, immunofluorescence imaging | nuclear translocation activity, % at 5 µM | 190,000 compounds, 0.3% hits;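 active means nuclear translocation activity above 50% at 5 µM, with a well cell count of 50 or more; inconclusive means wells under 50 cells across six images, flagged as toxic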;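 further: per-cell ratio of nuclear to cytoplasmic median beta-catenin stain intensity; plate controls were DMSO negative control for no effect and GSK-3 inhibitor IX positive control for full effect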
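assay system = human HeLa cells, endogenous beta-catenin | times = compound treatment 24 h, 37°C, 5% CO2 | detection = Anti-beta-catenin immunofluorescence on PFA-fixed, Triton-permeabilized cells, DAPI nuclei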
CSM14.1 death rescue: rescue of cells from ER stress-induced death, primary screen, 384-well, CSM14.1, thapsigargin, ATP luminescence (AID 1222); one-dose cellular ATP content (survival), % at 20 µM; EC50 in µM for titrated hits; 190,000 tested, under 10 active; CSM14.1 thapsigargin-induced death rescue, ATP luminescence; higher % means a stronger effect;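 active means EC50 below 50 µM in the dose-response confirmation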;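 further: death triggered by thapsigargin at about 15 µM added after 2 h compound pretreatment; cell ATP read after overnight thapsigargin exposure of roughly 18 to 22 hours; normalized against plate controls of thapsigargin alone and 5% DMSO vehicle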
MT stabilizer: microtubule stabilization, imaging screen | 200,000 compounds, 0.83% hits | % tubulin-high responders, % at 10 µM | HeLa tubulin immunostaining HCS, 24 h; share of cells brighter than vehicle mean+2SD;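 active means plate Z-score above 3 for both tubulin-high and condensed-nucleus cell shares, with cell loss under 80%, at 10 µM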;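 further: anti alpha tubulin signal scored within the nucleus-defined area of each cell; some results filed as inactive read as strong as hits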
Dynein cargo inh: blocks dynein driven cargo transport along microtubules; 220,000 compounds, 0.47% hits; z-score, hits read low; 3617.4 mouse cells, GR-EGFP nuclear translocation imaging; test concentration mostly 20 µM; stimulated with dexamethasone, 1 µM; stronger effect = lower value;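 active means plate z-score of nuclear minus cytoplasmic receptor signal below a set negative limit, without overly bright fluorescence or cell loss, cut at about -3.5 in these data, passing the limit was not always enough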;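 further: z-score of nuclear minus cytoplasmic ring GR-EGFP intensity difference per well; some compounds called inactive have numbers as strong as hits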
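Medium: Induction medium lacking tetracycline, stripped serum | Probe or stimulus: 1.0 µM final dexamethasone stimulus | Schedule: 48 h induction, then 1 h compound, then 30 min agonist, 37 °C | Signal: Automated 10x imaging of fixed Hoechst-stained cells | Evaluation: Per-cell GR-EGFP intensity, nucleus versus surrounding cytoplasmic ring, well-averaged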
Autophagy HCS: modulators of autophagy; MEF GFP-LC3 puncta imaging; test concentration mostly 10 µM; calls only at 10 µM (by protocol); 190,000 compounds, 0.98% hits; AID 463193;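 active means percentage of spot-positive cells more than 3 SD above its plate mean, without a fluorescence outlier flag or 80% toxicity; inconclusive means no clear call, values can overlap the other calls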;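 further: spot-positive cell cutoff set from DMSO-treated cells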
Ins promoter up: MIN6 insulin promoter up-regulation | MIN6 insulin promoter-GFP reporter, high-content imaging; stronger effect = higher value | z-score at 5 µM | 190,000 compounds, 0.3% hits;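 active means z-score above 3 at 5 µM with at least 500 cells counted in the well; inconclusive means wells under 500 cells, flagged as cytotoxic or low count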
P. falciparum M1AAP: malaria alanyl aminopeptidase activity blockers – biochemical, fluorogenic H-Leu-NHMec substrate, 1536-well (AID 1445); inhibition, % at 30 µM, or IC50 in µM where a hit was titrated; 220,000 compounds, 0.42% hits; recombinant M1AAP, H-Leu-NHMec fluorogenic kinetic assay; higher % means a stronger effect;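 active means primary inhibition above the hit cutoff, then over 50% inhibition at one or more dose response concentrations, cut at about 23% in these data, passing the limit was not always enough; inconclusive means conflicting primary data, or primary hits not chosen for dose response; inactive means low primary inhibition, or under 50% at every dose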;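 further: plate controls were DMSO full reaction for no effect and no enzyme background for full effect; strong numbers were not always called active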
UTI89 phage lysis: inhibition of K1F phage lysis, E. coli UTI89, bacterial capsule biogenesis inhibitors, alamar blue (AID 488966); 340,000 compounds, 0.02% hits; one-dose inhibition, % at 100 µM; IC50 in µM for titrated hits; E. coli UTI89 K1F phage lysis, alamar blue, 2 h; higher % means a stronger effect;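 active means phage lysis inhibition, versus mean bacterial control, above a set limit; inconclusive means no clear call, values can overlap the other calls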;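 further: capsule biogenesis inhibitors block K1F phage lysis so surviving cells raise fluorescence; higher fluorescence means more inhibition of phage lysis; actives were called in the ten point dose series up to 300 µM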
Dynein cargo inh cytoplasmic EGFP: recorded beside Dynein cargo inh, whose call it bears; z-score; measured here: cytoplasmic GR-EGFP intensity; stronger effect = higher value
Dynein cargo inh nuclear GR-EGFP: second read-out of Dynein cargo inh, no call of its own (marks repeat the call); z-score; measured here: nuclear GR-EGFP intensity;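 lower value marks the stronger effect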
Dynein cargo inh cell count: further read-out of Dynein cargo inh, marked with its call; z-score; measured here: cell count per field
Ins promoter up cell count: further read-out of Ins promoter up, marked with its call; cell count; measured here: cytotoxicity, nuclei count;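 total cells summed across four imaged fields per well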
bCat nuc transl cell count 5 µM: second read-out of bCat nuc transl, no call of its own (marks repeat the call); cell count; measured here: cell count, cytotoxicity flag
MT stabilizer Hoechst-high %: recorded beside MT stabilizer, whose call it bears; % Hoechst-high responders; measured here: nuclear condensation Hoechst responders;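 share of cells brighter than vehicle mean plus two SD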
MT stabilizer cytotoxicity %: further read-out of MT stabilizer, marked with its call; toxicity, %; measured here: cytotoxicity by cell density;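 0% = mean cell density of plate MIN control wells and 100% = no cells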
Autophagy HCS cell loss 18 h: also measured in Autophagy HCS; calls as there; toxicity, %; measured here: cell loss, nuclei count;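 cell loss after 18 h compound exposure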
Numbers without * were called inactive; i = inactive; ? = inconclusive; · = no result given; [ ] = remark or other dose.

entry	molecule	P. falciparum M17LAP	bCat nuc transl	bCat nuc transl cell count 5 µM	CSM14.1 death rescue	MT stabilizer	MT stabilizer Hoechst-high %	MT stabilizer cytotoxicity %	Dynein cargo inh	Dynein cargo inh cytoplasmic EGFP	Dynein cargo inh nuclear GR-EGFP	Dynein cargo inh cell count	Autophagy HCS	Autophagy HCS cell loss 18 h	Ins promoter up	Ins promoter up cell count	P. falciparum M1AAP	UTI89 phage lysis
1	Cc1ccccc1C(=O)N/N=C/c1ccc(OCC(=O)N2CCCCC2)cc1	-1.6%	1.7	1423	1.2%	4.6	2.5	1.5	-0.0359	-0.239	0.597	0.714	i	9.6	0.4	1364	-1.3%	0.5%
2	Cc1ccc(-n2ncc3c(=O)[nH]c(SCC(=O)N4CCCc5ccccc54)nc32)cc1	-5.5%	1.7	1009	-3.1%	6.9	4.1	3.7	-0.694	-0.302	-0.195	0.257	i	24.0	-0.16	1839	-3.5%	1.2%
3	Cc1ccc(/C=N/n2c(C)nc3ccccc3c2=O)o1	10.4%	0.3	1079	-0.6%	3.1	3.5	1.8	-0.369	-0.281	0.0968	0.802	i	6.9	0.44	1216	0.6%	0.0%
4	Cc1ccc(S(=O)(=O)NCC(=O)N(CC(=O)NCC2CCCO2)Cc2ccco2)cc1 (stereo unspecified)	16.1%	-0.6	1555	1.6%	2.2	0.8	1.0	0.391	-0.2	-0.14	0.465	i	10.6	0.28	1546	-3.5%	0.5%
5	S=C(Nc1ccc(Br)cc1Cl)NN1CCOCC1	-1.4%	0.9	1053	-0.3%	5.9	2.1	8.0	0.448	-0.338	0.903	-0.633	i	15.0	-0.17	1535	2.1%	-0.2%
6	COc1cccc(NC(=O)N2CCCC2C(=O)NCc2ccccc2)c1 (stereo unspecified)	12.5%	-0.9	1038	0.4%	2.3	2.6	8.0	0.203	-0.228	0.29	-0.502	i	4.6	·	·	11.1%	-0.5%
7	O=C(COC(=O)c1cccc([N+](=O)[O-])c1)NCc1ccc2c(c1)OCO2	3.5%	-2.1	1162	-0.5%	3.3	2.5	1.3	-0.459	-0.24	-0.414	0.105	i	8.6	-0.24	1530	-1.9%	0.0%
8	CCN(CC)CCN1C(=O)C(=O)/C(=C(/O)c2ccc(F)cc2)C1c1ccncc1 (stereo unspecified)	8.5%	3.6	1044	-1.7%	3.3	2.6	6.6	0.816	-0.0556	0.369	-1.55	i	-3.6	0.41	1537	11.3%	1.9%
9	CCOC(=O)C(C(C)=O)C(c1ccc(OC)cc1)C(C(C)=O)C(=O)OCC (stereo unspecified)	-5.2%	·	·	-3.0%	3.9	1.5	8.8	-0.44	-0.132	0.351	2.02	i	2.2	-0.35	1318	-2.4%	0.3%
10	Cc1cc(C(=O)Nc2cccnc2)on1	-4.1%	-3.0	1180	0.4%	6.1	1.9	6.4	-0.442	-0.172	0.104	-0.56	i	-4.2	0.12	1217	8.1%	-1.8%
11	CCOc1ccc(C2Sc3ccccc3NC3=C2C(=O)OC3)cc1 (stereo unspecified)	-7.8%	0.9	1407	1.9%	2.1	1.8	6.3	0.497	-0.221	-0.698	0.652	i	3.2	0.45	1539	3.0%	10.4%
12	Cc1ccc(-n2nnnc2Sc2nc([N+](=O)[O-])nn2C)c(C)c1	·	·	·	·	1.9	1.4	6.2	0.179	-0.108	0.297	-1.09	i	1.5	·	·	·	-0.3%
13	CC(C)(C)OC(=O)[C@H](Cc1ccccc1)NC(=O)c1nc[nH]c1C(=O)NCc1ccccc1	2.8%	-4.2	1223	-1.0%	4.7	2.2	7.3	0.128	-0.299	0.339	-0.177	i	-8.2	-0.67	1347	-9.6%	0.6%
14	CCCOC(=O)c1ccc(NC(=O)c2nc3nc(C)cc(C)n3n2)cc1	4.8%	-1.0	1017	·	2.5	2.4	2.6	-0.0732	-0.278	0.137	-0.409	i	5.2	0.01	1287	4.2%	0.4%
15	CCOC(=O)C1CCN(c2nc3ccccc3nc2C(C#N)C(=O)NCCc2ccccc2)CC1 (stereo unspecified)	-2.2%	-3.6	1246	-0.1%	4.7	2.3	19.9	1.45	-0.139	0.653	-1.02	i	18.1	·	·	0.3%	·
16	O=C(O)CSc1cccc[n+]1[O-]	7.5%	1.7	930	-0.1%	2.7	1.2	5.6	-0.608	-0.272	-0.0978	0.159	i	-5.5	-0.44	1687	6.2%	-0.2%
17	Cc1cc(NC(=O)CCCSc2nc(-c3ccco3)cc(C(F)(F)F)n2)no1	-2.8%	0.7	1213	-3.2%	3.8	3.1	4.5	-0.766	-0.241	-0.514	0.121	i	2.0	0.16	1313	2.2%	0.3%
18	O=C(N/N=C/c1ccc(O)cc1)c1ccc(COc2cc(Cl)ccc2Cl)o1	-9.0%	11.3	1166	-1.4%	4.5	2.5	5.1	0.415	-0.189	0.851	0.164	i	11.2	0.4	1619	17.0%	12.2%
19	Cc1ccc(-c2cc(C(=O)O)n[nH]2)s1	-1.9%	-1.4	1056	0.2%	3.0	2.6	7.1	1.21	-0.213	0.983	-0.227	i	-1.0	0.19	1216	1.8%	2.8%
20	CCCC(C(=O)c1ccccc1)n1cncn1 (stereo unspecified)	4.8%	-4.7	1187	-0.4%	4.5	2.8	5.6	-0.606	-0.179	-0.111	0.95	i	-2.9	-0.5	904	5.4%	3.1%
21	Cc1ccc(-c2csc(NC(=O)C3CC(=O)N(Cc4ccco4)C3)n2)cc1 (stereo unspecified)	14.6%	-1.0	1056	-1.7%	1.8	2.0	4.4	0.0919	-0.143	0.0697	-0.642	i	18.7	-0.26	1335	0.6%	0.3%
22	Cc1cc(C)c(C#N)c(SCC(=O)CC(=O)OC(C)C)n1	1.1%	-5.8	1184	-0.6%	3.4	2.5	7.6	0.476	-0.171	0.527	-0.117	i	8.9	0.21	1299	11.1%	?
23	Cc1ccc(N2C(=S)SC3CS(=O)(=O)CC32)cc1 (stereo unspecified)	13.2%	-1.7	1067	2.9%	4.9	2.5	10.6	0.453	-0.244	0.275	0.343	i	4.8	0.59	1260	8.6%	0.0%
24	CCCC(=O)NC(=S)Nc1nc(-c2ccc(OC)cc2)cs1	-0.1%	2.9	420	1.4%	2.6	2.6	3.1	0.869	-0.22	0.445	-0.37	i	6.4	-0.28	1230	7.3%	2.8%[50 µM]
25	CS(=O)(=O)N1CCN(C(=O)c2ccc(F)cc2)CC1	7.2%	-4.4	1279	1.1%	2.9	2.1	12.6	0.124	-0.208	0.412	-0.415	i	-20.7	0.69	1127	0.7%	-1.4%
26	Cc1cccn2c(=O)c3cc(C(N)=S)c(=N)n(CCCN4CCOCC4)c3nc12	6.4%	-0.8	1097	0.0%	1.5	1.7	1.8	-0.00602	0.247	0.0332	-1.08	i	-0.3	1.65	994	6.0%	-0.2%
27	COc1ccc(-c2nc(C#N)c(N3CCc4ccccc4C3)o2)cc1OC	3.1%	-0.6	1386	1.6%	3.1	2.3	8.5	-0.335	-0.199	-0.866	-0.441	i	-9.4	-1.16	1513	4.4%	-0.3%
28	CCOC(=O)CNC(=O)CSc1nnnn1-c1cc(C)ccc1C	-1.0%	-0.2	1010	·	2.0	2.0	5.1	0.202	-0.192	0.304	0.402	i	3.1	1.02	1232	11.3%	1.4%
29	CC1(C)CC(=O)C(C=NCCN2CCN(C(=O)c3ccc(Br)cc3)CC2)=C(O)C1	18.9%	-0.9	1159	1.6%	2.5	2.1	0.9	-0.819	-0.261	-0.434	0.359	i	-3.0	·	·	2.3%	-0.2%
